Source: PubChem BioAssay (several laboratories)
Tn6 DDE FP – DD(E)-Tn6 binding inhibition, primary FP screen. Fibrin DD(E) TRITC-Tn6 fluorescence polarization displacement. inhibition, % at 8.3 µM. actives 0.21% (n = 370,000);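 active means inhibition above a per-campaign cutoff: mean of compounds within control limits plus 3 SD, cut at about 15% in these data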;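 further: 0% = median of all compound wells on the plate and 100% = blocking peptide control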
NPR1 activator – GC-A (human) enzyme activation | P16066 | actives 0.14% (n = 370,000) | HEK293 GC-A cells, cGMP TR-FRET, EC30 ANP; 0% at EC30 ANP, 100% saturating ANP | activation, % at 10 µM; in the data active means activation above about 40%
HGIII-sPLA2 inh – Blocks human group III sPLA2 activity; QFRET BODIPY PC-A2 liposome hydrolysis, fluorescence; inhibition, % at 12.2 µM; actives 0.56% (n = 370,000); AID 743126;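 active means inhibition above mean plus 3 SD of compounds lying within the high and low control bounds, cut at about 19% in these data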;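 further: 0% = median of test compound wells and 100% = no enzyme DMSO wells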
NPR2 activator – GC-B (human) receptor activation. P20594. HEK293-GC-B cells, CNP EC30, cGMP TR-FRET; 0% at EC30 CNP, 100% saturating CNP. activation, % at 10 µM. actives 0.11% (n = 370,000);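 active means activation at 10 µM reaching about 35% in either raw or pattern-adjusted values, limit read from the data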
FXN GAA850 act – increases GAA850 frataxin promoter reporter activity | HEK293 lucGAA850 FXN promoter luciferase reporter, 24 h; percent of 10 µM SAHA response | activation, % at 6 µM | actives 0.56% (n = 360,000);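 active means activation above the average of all compounds screened plus 3 SD, cutoff fixed separately per campaign, cut at about 7.5% in these data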;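 further: 0% = DMSO wells and 100% = 10 µM SAHA wells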
KLK7 zymogen act – activators of human kallikrein-7 zymogen; P49862; purified proKLK7, EDANS-DABCYL substrate fluorescence; 100% is mature enzyme control, 0% vehicle; activation, % at 7 µM; actives 0.9% (n = 370,000); AID 652039;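 active means activation above the mean of all tested compounds plus 3 SD, computed per campaign excluding outliers beyond control limits, cut at about 13% in these data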
Target sequence (P49862 whole entry, looked up): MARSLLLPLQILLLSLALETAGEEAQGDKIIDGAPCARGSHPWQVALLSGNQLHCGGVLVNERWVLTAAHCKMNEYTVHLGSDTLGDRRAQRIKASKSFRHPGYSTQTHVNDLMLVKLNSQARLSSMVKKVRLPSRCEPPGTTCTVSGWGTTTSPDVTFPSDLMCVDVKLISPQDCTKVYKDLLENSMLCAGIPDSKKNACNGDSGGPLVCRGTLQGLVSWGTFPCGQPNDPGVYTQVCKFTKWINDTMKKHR
ADAM10 inh – inhibits human ADAM10 | O14672 | recombinant ADAM10, EDANS/DABCYL FRET peptide cleavage, 3 h | inhibition, % at 7 µM | actives 0.62% (n = 370,000) | AID 720582;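 active means inhibition above a per-campaign cutoff equal to the mean of compounds falling between control-based bounds plus 3 SD, cut at about 20% in these data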;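 further: 0% = DMSO wells while the 100% control is not disclosed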
rCAG RNA binder – molecules binding r(CAG) RNA repeats. r(CAG) RNA repeat, TO-PRO-1 dye displacement fluorescence. inhibition, % at 3 µM. actives 1.3% (n = 370,000). AID 651821;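 active means inhibition above the plate cutoff, the mean of all test compounds on that plate plus 3 SD, cut at about 35% in these data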;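 further: 0% = DMSO alone and 100% = 100 µM mitoxantrone as full dye displacement; higher means more dye released from RNA so lower well fluorescence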
ASAP1 inh – blocks human ASAP1-stimulated Arf1 GTP hydrolysis; Q9ULH1; GDP FP detection; inhibition, % at 16.5 µM; actives 0.19% (n = 360,000); AID 624377; in the data active means inhibition above about 25%;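 further: 0% = vehicle with enzyme and substrate and 100% = no enzyme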
ARFGAP1 inh – inhibits rat ARF GTPase activating protein 1; actives 0.26% (n = 360,000); Q62848; Arfgap1-stimulated ARF1 GTP hydrolysis, GDP FP detection; inhibition, % at 16.5 µM;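 active means inhibition above a per-plate limit, mean inhibition of low control wells plus 3 SD, cut at about 25% in these data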;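 further: 0% = DMSO wells with enzyme and 100% = wells lacking Arfgap1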
Target sequence (Q62848 1-136 limits assumed): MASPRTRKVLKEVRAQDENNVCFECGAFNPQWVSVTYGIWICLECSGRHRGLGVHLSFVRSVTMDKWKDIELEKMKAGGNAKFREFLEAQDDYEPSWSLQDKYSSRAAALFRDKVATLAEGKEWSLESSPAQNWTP
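Material: rat Arfgap1 catalytic domain, aa 1-136; also added: human ARF1(Δ1-17)-GTP substrate; compound dosing: one concentration, 16.5 µM, DMSO 1.26%; incubation: GTP hydrolysis reaction 2 h at 25 °C; measured by: Tracer-displacement fluorescence polarization with EDTA stop, 620/688 nm; evaluation: % inhibition from polarization; repeats: one replicate per compound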
* = called active by the depositor; · = not tested or not shown. No enrichment for hits; about 4.5% have a hit in one of these screens.

Field names – A = Tn6 DDE FP; B = NPR1 activator; C = HGIII-sPLA2 inh; D = NPR2 activator; E = FXN GAA850 act; F = KLK7 zymogen act; G = ADAM10 inh; H = rCAG RNA binder; I = ASAP1 inh; J = ARFGAP1 inh
1	Cc1cc(Br)cn2c(Cc3ccccc3C(F)(F)F)c(-c3ccco3)nc12
  A: -8; B: 19; C: 10; D: 20; E: ·; F: 1.3; G: -15; H: 32; I: -10; J: -5

2	O=C1CC(N2CCN(c3ccc(S(=O)(=O)N4CCOCC4)cc3)CC2)C(=O)N1Cc1ccccc1 (stereo not given)
  A: -13; B: -1; C: -1; D: 0; E: 1.5; F: 0.3; G: 6; H: -4; I: 10; J: -2

3	CN(C)CCOC(=O)CCCCCCCCC(=O)OCCN(C)C
  A: 1; B: -3; C: 0; D: 6; E: -0.7; F: 0.4; G: -3; H: -5; I: -8; J: -10

4	Cc1ccc(N(C(=O)c2ccc(Br)o2)C2C=CS(=O)(=O)C2)cc1 (stereo not given)
  A: 0; B: -22; C: 5; D: -15; E: 0.8; F: 0.3; G: -3; H: 2; I: -2; J: 4

5	O=S1(=O)N=C(c2ccccc2)C=C(c2ccccc2)N1
  A: 0; B: 4; C: -14; D: 5; E: -0.3; F: -0.3; G: -25; H: 8; I: 11; J: 8

6	O=C(Cc1ccccc1)N1CCN(c2ncccn2)CC1
  A: 6; B: 0; C: -2; D: -4; E: 1.8; F: 0.7; G: -11; H: -3; I: 12; J: -17

7	Cc1cc(-c2csc(N)n2)c(C)n1-c1ccccc1
  A: 1; B: 8; C: 8; D: -1; E: 0.3; F: -1.0; G: -2; H: 22; I: 19; J: -7

8	CCC(CC)c1nnc(NC(=O)CS(=O)(=O)c2ccc(C)cc2)s1
  A: -5; B: 3; C: 0; D: -4; E: -1.0; F: -0.1; G: 7; H: 5; I: 6; J: 19

9	Nn1c(SCC(=O)Nc2ccc(F)cc2)nnc1-c1ccccn1
  A: 13; B: 5; C: 1; D: 8; E: -2.4; F: 0.6; G: -3; H: 2; I: -1; J: 17

10	CNC(=O)c1ccccc1NC(=O)c1c(O)c2c([nH]c1=O)CCCC2
  A: -5; B: 1; C: 2; D: 1; E: 2.1; F: 0.1; G: -5; H: 0; I: -2; J: 10

11	Cc1cc(C(=O)O)c(CCCN)s1
  A: -1; B: 2; C: 9; D: 0; E: -0.3; F: 0.4; G: 0; H: 4; I: -9; J: -1

12	Cc1ccc(S(=O)(=O)N2CCN(C(=O)CCC(=O)Nc3ccc(Br)c(C)c3)CC2)cc1
  A: 2; B: -3; C: -35; D: -3; E: 1.0; F: 0.4; G: 11; H: 8; I: -10; J: 6

13	CN(C)/C=C/c1c(C#N)c(=O)ncn1Cc1ccccc1
  A: 5; B: 1; C: 1; D: 3; E: 1.9; F: 0.4; G: 2; H: 0; I: -4; J: -6

14	CN1C(=O)CSc2ccc(NC(=O)NCCC3=CCCCC3)cc21
  A: -3; B: 9; C: -4; D: -1; E: 0.0; F: 0.5; G: 5; H: 5; I: 8; J: -3

15	O=C(COC(=O)c1cccnc1Cl)NCc1ccco1
  A: -1; B: 0; C: 4; D: 5; E: 1.0; F: 0.1; G: -9; H: 4; I: -2; J: 11

16	OC1=C(O)c2nc3cc(C(F)(F)F)ccc3nc21
  A: -2; B: 1; C: 10; D: -12; E: 1.3; F: 0.4; G: -20; H: -2; I: 8; J: 5

17	Cc1ccccc1NC(=O)Cc1nnc(SCc2ccc(Cl)c(Cl)c2)n1C
  A: -6; B: -3; C: -8; D: -6; E: -2.9; F: 0.2; G: 5; H: -3; I: -7; J: 6

18	CC(=O)OCC(=O)C1(O)CCC2C3CCC4CC(O)CCC4(C)C3C(=O)CC21C (stereo not given)
  A: 0; B: 0; C: -6; D: 0; E: -1.8; F: -0.5; G: 0; H: -9; I: 2; J: -1

19	Cc1ccc(CC(=O)NNC(=O)c2cccs2)cc1C
  A: -2; B: 2; C: -1; D: 4; E: -0.3; F: -0.2; G: 3; H: 2; I: -1; J: 0

20	CN(C)C(=O)CSc1nc2ccccc2n1Cc1ccccc1
  A: 2; B: 0; C: -6; D: -7; E: -0.2; F: -0.4; G: 14; H: 0; I: 11; J: -2

21	Cc1nnc(NC(=O)CN2CCN(Cc3c(Cl)cccc3Cl)CC2)s1
  A: 1; B: 0; C: 5; D: 1; E: 1.2; F: 0.8; G: -1; H: 0; I: 16; J: 20

22	CCN1C(=O)[C@H]2[C@@H](c3ccc(C(F)(F)F)cc3)N[C@]3(CCCN(Cc4cccn4C)C3=O)[C@H]2C1=O
  A: -3; B: -1; C: -9; D: 5; E: 0.2; F: 0.1; G: -6; H: 11; I: 16; J: 5

23	Cc1ccc(S(=O)(=O)N2CCOCC2)cc1NC(=O)CSc1nnc2cc(C)c3ccccc3n12
  A: 2; B: -7; C: -6; D: -1; E: -0.5; F: -0.1; G: -17; H: 6; I: 15; J: -9
